Compound activity from PubChem.
DRD3 antagonist – qHTS of D3 Dopamine Receptor Antagonist: qHTS; D3R cells, DiscoveRx beta-arrestin luminescence, antagonist mode; active compounds read low; max response, negative = inhibition, %; 2.5% of 360,000 active; in the data active = max response below about -50%; inconclusive = no clear call, values can overlap the other calls; also: % is scaled to controls: 0 for no effect and ±100 for the full control effect; mostly tested at two doses, the higher about 12 µM
Target sequence (P35462 whole entry, looked up): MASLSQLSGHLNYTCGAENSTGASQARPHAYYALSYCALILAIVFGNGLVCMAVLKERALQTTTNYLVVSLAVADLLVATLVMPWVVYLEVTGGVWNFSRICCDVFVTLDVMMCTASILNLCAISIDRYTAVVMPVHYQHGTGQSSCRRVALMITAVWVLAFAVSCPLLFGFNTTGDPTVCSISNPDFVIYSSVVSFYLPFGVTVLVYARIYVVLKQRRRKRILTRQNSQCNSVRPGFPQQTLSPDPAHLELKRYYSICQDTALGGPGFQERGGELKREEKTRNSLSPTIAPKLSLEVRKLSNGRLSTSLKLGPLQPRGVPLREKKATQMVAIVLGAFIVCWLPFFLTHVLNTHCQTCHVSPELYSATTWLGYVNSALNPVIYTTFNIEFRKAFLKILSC
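Cells plated overnight at 1500 cells/well, then exposed to library compounds with dopamine controls for 90 minutes at 37 degrees C. DiscoveRx reagent added for 30–60 minutes at room temperature; luminescence read, quantitative HTS format.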
GLP1R ag – qHTS of GLP-1 Receptor Agonists; Potency, µM (series often up to 45.6 µM), inactives show at the highest dose activation, hits mostly activators; 0.007% of 380,000 active; HEK293 GLP-1R CRE-luciferase, luminescence, 4-6 h; cells express a hypersensitive GLP-1R form; Glucagon-like peptide 1 receptor (Homo sapiens), P43220; also: potency is read from the fitted curve at half-maximal effect; % of control where 0% means no effect
Target sequence (P43220 whole entry, looked up): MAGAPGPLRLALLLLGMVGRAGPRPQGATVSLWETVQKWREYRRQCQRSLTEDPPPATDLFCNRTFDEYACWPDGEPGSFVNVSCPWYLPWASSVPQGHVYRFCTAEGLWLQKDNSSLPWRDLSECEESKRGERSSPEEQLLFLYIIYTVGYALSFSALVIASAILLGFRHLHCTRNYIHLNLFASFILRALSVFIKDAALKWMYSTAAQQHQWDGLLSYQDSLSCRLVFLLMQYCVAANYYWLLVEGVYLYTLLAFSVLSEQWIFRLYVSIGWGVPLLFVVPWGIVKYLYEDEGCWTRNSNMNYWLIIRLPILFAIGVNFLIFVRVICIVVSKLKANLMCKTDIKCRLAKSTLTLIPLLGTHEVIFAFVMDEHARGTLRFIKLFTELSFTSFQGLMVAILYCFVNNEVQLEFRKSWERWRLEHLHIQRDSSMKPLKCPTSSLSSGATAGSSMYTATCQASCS
KB-V1 MDR tox – qHTS assay for MDR1-selective chemotherapeutics: Primary screen using the drug-selected MDR subline cells KB-V1; KB-V1 MDR cells viability, CellTiter-Glo, 72 h; Potency, µM (doses to about 46.1 µM), without a hit: at the highest dose activity change, negative = cytotoxicity, usual class: cytotoxic; 3.4% of 400,000 active; AID 1347076, 2019; also: potency is read from the fitted curve at half-maximal effect; % is scaled to controls: 0 for no effect and ±100 for the full control effect; nearly all actives have a fitted effect of over 60% in size
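KB-V1 cells (P-gp-expressing MDR subline of KB-3-1) in phenol-red-free DMEM with 10% FBS were exposed to library compounds over a concentration series for 72 h at 37 degrees C. Viability read by CellTiter-Glo luminescence; concentration-effect curves fitted after normalization.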
PTHR1 ag – qHTS for PTHR1 Agonists: Primary Screen; Parathyroid hormone/parathyroid hormone-related peptide receptor (Homo sapiens), Q03431; HEK293 GP2 PTHR1 cells, GloSensor cAMP luminescence, 1 h; Potency, µM (titrated, usually from 115 µM), for the others: at the highest dose activation, actives largely listed as activators; 0.075% of 410,000 active; AID 743266, 2014; also: potency is read from the fitted curve at half-maximal effect; nearly all actives have a fitted effect of over 55% in size; some results filed as inactive show a strong effect at the top dose; inactives centre near -15; many of its hits are not listed in these tables
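HEK-293-derived GP2 cells expressing PTHR1 and a GloSensor cAMP reporter, 3,000/well, plated overnight, given luciferin plus IBMX (each 0.5 mM as added) for 1 h at 37 °C, then compound for 1 h at 37 °C. Luminescence was read after 15 min at room temperature.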
D3 ag – qHTS of D3 Dopamine Receptor Agonist: qHTS; AID 652048, 2013; max activation, %; D3R DiscoveRx beta-arrestin cells, luminescence, 90 min; 0.58% of 410,000 active; D(3) dopamine receptor (Homo sapiens), P35462; in the data active = max activation above about 30%; also: 0% is about no effect; mostly tested at two doses, the higher about 12 µM
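Agonist-mode cell screen: cells plated at 1500/well and incubated overnight at 37 °C, then exposed to library compounds for 90 min at 37 °C. Detection reagent was added for 30–60 min at room temperature, and luminescence was read.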
HEK293 tox – qHTS of GLP-1 Receptor Inverse Agonists: Cytotox Screen. Potency, µM (top dose mostly 38.3 µM), for inactives: top-dose activity change, negative = inhibition, actives largely listed as inhibitors. HEK293 cAMP-luciferase reporter cells, luminescence, 24 h. AID 624418, 2012. 0.13% of 410,000 active;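 also: loss of luciferase light is scored as toxicity; potency is read from the fitted curve at half-maximal effect; % is scaled to controls: 0 for no effect and ±100 for the full control effect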
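Step one: seed cells (200 cells/uL, DMEM with 10% Nu serum, 1% pen-strep). Step two: 12-hour incubation at 37 deg C. Step three: pin 23 nL compound, incubate 24 hr. Step four: add luciferase reagent, read luminescence 12 min later.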
GLP-1R inv ag – qHTS of GLP-1 Receptor Inverse Agonists (Inhibition Mode); HEK293 GLP-1R CRE-luciferase, luminescence, 24 h; GLP-1R form is constitutively active; AID 624417, 2012; 1.6% of 410,000 active; Potency, µM (titrated, usually from 38.3 µM), inactives show top-dose activity change, negative = inhibition, usual class: inhibitors; also: potency is read from the fitted curve at half-maximal effect; % is scaled to controls: 0 for no effect and ±100 for the full control effect; nearly all actives have a fitted effect of over 55% in size
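Stable HEK293 clone (constitutively active GLP-1R + cAMP-response luciferase); 200 cells/uL plated, 12 h pre-culture, compound 24 hr, 37 deg C/5% CO2; detection reagent 12 min RT; luminescence.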
TDP43 rescue – qHTS of TDP-43 Inhibitors; TDP-43 expressing yeast growth rescue, BacTiter-Glo, 24 h; Potency, µM (series often up to 46.1 µM), without a hit: top-dose growth rescue (activation), most hits filed as activators; 1.8% of 410,000 active; AID 652104, 2013; also: potency is read from the fitted curve at half-maximal effect; % of control where 0% means no effect; nearly all actives have a fitted effect of over 50% in size
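Growth rescue of TDP-43-toxic yeast measured as ATP luminescence (BacTiter-Glo). Cells grown to mid-log in raffinose, induced in galactose at OD600=0.02, exposed to compound 24 hr at 30 deg C.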
aSyn yeast inh – qHTS of alpha-syn Inhibitors. Yeast expressing alpha-synuclein, growth rescue, BacTiter-Glo, 24 h. Potency, µM (doses to about 46.1 µM), for the others: at the top dose growth rescue (activation), hits mostly activators. 0.14% of 370,000 active. AID 652106, 2013; also: potency is read from the fitted curve at half-maximal effect; % of control where 0% means no effect; nearly all actives have a fitted effect of over 65% in size
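Rescue of yeast growth: cells expressing toxic alpha-synuclein, induced in galactose at OD600 0.02, incubated with compound 24 h at 30 C. ATP luminescence quantified growth; inhibitors of toxicity appear as activators.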
The depositor's hits bear a star; i = inactive; ? = inconclusive; . = not tested or not shown; [ ] = another dose, or the depositor's remark. Unless noted, calls follow the shape of the dose curve; as a rule, active = well fitted curve in the direction sought with a large enough effect; inconclusive = small, poorly fitted or top-dose-only effect, or another doubt; inactive = no such curve, though single readings can be large; an effect the other way counts as inactive or inconclusive. Only part of the results is shown; rates above refer to the full screens.

smiles,PTHR1 ag,KB-V1 MDR tox,aSyn yeast inh,D3 ag,GLP1R ag,GLP-1R inv ag,HEK293 tox,TDP43 rescue,DRD3 antagonist
CCOc1ccccc1C(=O)NCCN1CCC(n2c(=O)[nH]c3ccccc32)CC1,-92%[inhibitor],?,0%,-14,-3%,21%,-1%,-15%,-29
O=C(Nc1cc(S(=O)(=O)N2CCOCC2)ccc1N1CCOCC1)c1cccc(S(=O)(=O)N2CCCCC2)c1,i,-4%,0%,-8,-7%,4%,1%,-6%,-13
COc1ccc(C(C(=O)NC2CCCC2)N(C(=O)c2snc(C(N)=O)c2N)c2ccccc2OC)cc1OC (stereo not drawn),-5%,?,10%,3,6%,1%,6%,-5%,17
CC1CC(C)CN(C(=O)c2cccc3c2-c2ccccc2C3=O)C1 (stereo not drawn),-84%[inhibitor],?,2%,0,3%,-1%,6%,19%,-9
Cc1ccc(/C=C/C(=O)NC2CCCCCCC2)o1,-39%,0%,-76%[inhibitor],-18,0%,21%,6%,?,-61*
CN1/C(=C\C(=O)C[n+]2cccc(Br)c2)C(C)(C)c2ccccc21,-8%,-9%,2%,-4,-5%,-2%[7.66 µM],0%[7.66 µM],6%,-13
CCOC(=O)C1C(c2cc(OC)c(OC)c(OC)c2)NC(=S)NC1(O)C(F)(F)F (stereo not drawn),-4%[57.5 µM],8%,-12%,-1,-2%,-2%,-8%,2%,-24
CCOc1ccc(NC(=O)CN(C)C(=O)CC2CCCC2)cc1OCC,i,-6%,6%[1.84 µM],-3,-12%,-19%,3%,-34%[inhibitor],0
O=C(NCc1ccccc1Cl)C1CCCN(c2ncnc3c2nc2n3CCCCC2)C1 (stereo not drawn),-12%,22%,-8%,-9,-2%,?,-3%,10%,6
O=C(Nc1ccc2c(c1)nc1n2CCN(Cc2ccccc2)C1)NC1CCCCC1,i,8%,14%,-16,2%,0%,-9%,-24%,-30

Part of the list above with just GLP-1R inv ag and PTHR1 ag:
Compound	GLP-1R inv ag	PTHR1 ag
CCOc1ccc(NC(=O)CN(C)C(=O)CC2CCCC2)cc1OCC	-19%	i
CCOC(=O)C1C(c2cc(OC)c(OC)c(OC)c2)NC(=S)NC1(O)C(F)(F)F (stereo not drawn)	-2%	-4%[57.5 µM]
O=C(Nc1cc(S(=O)(=O)N2CCOCC2)ccc1N1CCOCC1)c1cccc(S(=O)(=O)N2CCCCC2)c1	4%	i
O=C(Nc1ccc2c(c1)nc1n2CCN(Cc2ccccc2)C1)NC1CCCCC1	0%	i
COc1ccc(C(C(=O)NC2CCCC2)N(C(=O)c2snc(C(N)=O)c2N)c2ccccc2OC)cc1OC (stereo not drawn)	1%	-5%

Later entries:
smiles,PTHR1 ag,KB-V1 MDR tox,aSyn yeast inh,D3 ag,GLP1R ag,GLP-1R inv ag,HEK293 tox,TDP43 rescue,DRD3 antagonist
CN1CCN(c2nc(-c3cccnc3)nc3ccccc23)CC1,-7%[57.5 µM],-5%,2%,1,3%,0%,7%,-7%,?
O=C(/C=C/c1ccco1)Nc1cccc(S(=O)(=O)N2CCOCC2)c1,-1%,?,3%,-5,-7%,37%[activator],2%,10%,5
CC(=O)Nc1ccc(-c2cc(-c3ccc(NC(C)=O)cc3)nc(-c3ccc(NC(C)=O)cc3)n2)cc1,15%,-1%,-10%,-12,1%,1%,8%,-1%,5
CSc1ccc(CNC(=O)Cn2c(-c3cccs3)cc3cc(F)ccc32)cc1,i,-11%,.,8,.,-19%,5%,10%,.
O=C1NC(c2ccccc2Cl)Nc2ccccc21 (stereo not drawn),-34%[inhibitor],?,-1%,9,-8%,-26%,-20%,15%,11
Cc1cccc(N(Cc2ccccc2)C(=O)CN2C(=O)NC3(CCCCC3C)C2=O)c1 (stereo not drawn),-19%,24%,1%,3,-3%,?,0%,-1%,-9
Cc1cc(C)cc(SCc2noc(C(=O)NC(C)C)c2C(=O)O)c1,i,-23%,-16%,3,-4%,?,-4%,22%,26
CCc1cccc(NC(=O)CSc2n[nH]c(-c3ccccc3Cl)n2)c1,-16%,?,.,-2,.,-12%,4%,22%,.
O=C1C(Br)=C(c2ccccc2)C(c2ccccc2)=C1c1ccccc1,-21%,?,-2%,-7,-2%,-18%,11%,17%,?
COc1cccc(NC(=O)N2CCC(n3nnc4ccccc43)CC2)c1,i,-16%,2%,-7,0%,-5%,-13%,10%,6
Cc1nc(C)c(-c2ccc(SCC(=O)Nc3cccc(F)c3)nn2)s1,-33%[inhibitor],?,3%,9,?,54%[activator],-10%,18%,36
Clc1ccc(CSc2nc(NCCc3ccccc3)c3ccccc3n2)cc1,i,.,.,9,.,4%,-1%,?,.
CCOc1ccc(N2C(=O)C3CC(C)=C(C)CC3C2=O)c([N+](=O)[O-])c1 (stereo not drawn),i,-6%,14%,2,3%,-12%,-10%,10%,10
CC(C(=O)OCn1nnc2ccccc2c1=O)N1C(=O)c2ccccc2C1=O (stereo not drawn),-16%[57.5 µM],1%,6%,4,0%,10%,-4%,20%,11
Cc1nc(Nc2ccccc2Br)c2nnn(Cc3ccccc3)c2n1,-59%,-19%,0%,-3,1%,-22%,3%,-11%,16
CCOc1ccccc1C(=O)NC(C(=O)Nc1cccc(S(N)(=O)=O)c1)C(C)C (stereo not drawn),i,0%,0%,7,2%,-11%,-4%,-14%,21
Cc1cc(NC(=O)CSc2ncn[nH]2)no1,i,1%,5%,18,-5%,7%,-3%,15%,15
Cc1cc(NC(=O)c2ccc(S(=O)(=O)N3CCc4ccccc43)cc2)no1,-30%[inhibitor],-17%,-2%,-5,-2%,-15%,4%,5%,-21
COC(=O)c1cc(C)nc(N)c1C#N,-17%,1%,-12%,-2,0%,0%,-5%,21%,0
CCN(CC)S(=O)(=O)c1ccc(F)c(C(=O)NCCCN2CCOCC2)c1,i,-1%,-3%,6,-5%,1%,-17%,0%,20
CCCCCCCC(=O)NNC(=O)c1ccc([N+](=O)[O-])cc1,-9%[57.5 µM],23%,2%,18,-14%,2%,7%,7%,7
O=C(NCc1ccc2c(c1)OCO2)C1Cc2ccccc2CN1C(=O)c1ccco1 (stereo not drawn),i,?,7%,5,1%,10%,-4%,?,13
Oc1c(Br)cc(/C=N/NC(=S)NCc2ccco2)cc1Br,i,3%,27%,-5,-1%,-41%,-3%,-18%,-9
CCOC(=O)C1CCN(C(=O)N(C)C)CC1,i,9%,-2%,-38,-5%,0%,2%,-20%,-16
COC(=O)c1c(C)c[nH]c1C,-23%,4%,-3%,-6,-2%,-2%,1%,17%,23
CNC(=O)CSCc1cnn(-c2ccccc2)c1-n1cccc1,-5%[57.5 µM],16µM*,7%,6,3%,0%,-9%,-15%,26
COc1ccc(CCC(=O)N2c3ccccc3N=C(c3ccc(C(F)(F)F)cc3)C2C(=O)NC2CCCC2)cc1 (stereo not drawn),-25%,?,0%,-11,.,?,6%,-4%,?
CC1(C)OC2COC(c3[nH]nc4c(=O)[nH]c(=O)[nH]c34)C2O1 (stereo not drawn),i,-2%,0%,1,2%,9%,3%,14%,5
NC(=S)NNc1cc(Cl)cc(Cl)c1,-19%[57.5 µM],16%,-7%,-1,-13%,-21%,-6%,?,-1
Cc1ccc(C)c(-n2nnc3ccccc3c2=O)c1,i,?,-2%,-3,-6%,-11%,-9%,15%,-8
Nc1nc2ccccc2cc1C(=O)NCc1cccs1,-51%[inhibitor],16µM*,-5%,2,.,-10%,-3%,16%,15
COCC(C)NS(=O)(=O)c1ccc(NC(=O)C(Cc2ccccc2)NC(N)=O)cc1 (stereo not drawn),i,0%,-13%,0,2%,17%,-2%,-5%,19
COC(=O)c1c(C)oc2ccc(N(C(=O)c3ccncc3)S(=O)(=O)c3ccccc3)cc12,-25%,-23%,2%,0,-39%[inhibitor],?,?,6%,-16
COCCNC(=O)CCN1C(=O)c2cccnc2Oc2ccc(C)cc21,i,6%,.,4,.,5%,-2%,2%,.
COc1ccc(/C=C/C(=O)NC(=S)NNC(=O)Cc2cccs2)cc1,-4%[57.5 µM],?,13%,1,-35%[inhibitor],0%,-6%,?,-6
OCC1(CCc2ccccc2)CCN(Cc2ccc3nsnc3c2)CC1,-23%,20%,1%,-10,0%,-36%,2%,-12%,?
